PglD inh = blocks C. jejuni PglD acetyltransferase activity; purified PglD enzyme, DTNB colorimetric CoA detection; inhibition, % at 12.5 µM; actives 0.098% (n = 360,000); AID 602405; in the data active = inhibition above about 16%, passing the limit was not always enough; inconclusive = no clear call, values can overlap the other calls; also: strong numbers were not always called active
PGC1a acetyl inh = modulators of PGC1a acetylation; U2OS PGC1a acetylation, AlphaScreen anti-acetyl-lysine; with virally co-expressed GCN5 acetyltransferase; inhibition, % at 15.6 µM; actives 0.17% (n = 350,000); AID 651687;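 active = every replicate shows inhibition of at least 40%; inconclusive = mean inhibition at least 40% but some replicate below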;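 also: 0% = neutral control wells and 100% = positive control wells; some results beyond the cut were filed as inactive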
Cneo AK release = causes C. neoformans cell lysis; adenylate kinase release luminescence, 4 h; normalised: neutral wells 0, clomiphene wells 100; lysis activity, % at 15 µM; actives 0.2% (n = 360,000);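 active = mean lysis activity across replicates of at least 80%, whatever share of replicates individually reach that level; inactive = mean lysis activity below 80%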
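Assay system: C. neoformans cells. Amount: yeast cell density of 5 × 10^6 cells/mL. Technique: AK luminescence. Buffer or medium: YPD. Times: static 4 h at 37 °C with compound, 1 h detection. Dosing: single-point compound dose. Read-out: lysis from increased AK signal.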
INS-1E GSIS act = primary screen for activators of insulin secretion dependent on glucose, INS-1E cells, GLuc reporter luminescence; INS-1E GLuc reporter insulin secretion, 2-3 h; activation, % at 16.6 µM; actives 0.61% (n = 370,000); AID 743287;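 active = lowest replicate activation of at least 40%, so every replicate reaches that level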;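 also: 0% = median of neutral control wells and 100% = median of IBMX positive control wells; some compounds called inactive have numbers as strong as hits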
LGR2 inh = inhibitors of bursicon-induced Drosophila LGR2 receptor cAMP signaling; HEK293 LGR2, CRE-luciferase, bursicon-stimulated, 4 h; inhibition, % at 9.99 µM; actives 0.35% (n = 380,000);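 active = drop in luminescence signal, shown as inhibition above about 50% in the replicate tests, limit read from the data, passing the limit was not always enough; inconclusive = probably only some replicates passing the limit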;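 also: agonist challenge used bursicon conditioned medium at about half maximal strength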
C2C12 statin = protects C2C12 myotubes from simvastatin toxicity | ATP luminescence, 48 h; scaled: DMSO 0, geranylgeraniol control 100 | rescue of ATP level, % at 7.49 µM | actives 0.78% (n = 330,000) | AID 602340;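 active = mean ATP rescue above about 67%, or every replicate alone reaching that limit, limit read from the data, passing the limit was not always enough; inconclusive = no clear call, values can overlap the other calls; inactive = mean under the limit and some replicate under it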;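 also: myotubes were challenged with 10 µM simvastatin during compound exposure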
ARNT TACC3 PPI = ARNT/TACC3 interaction disruption; Q9Y6A5; AlphaScreen His-ARNT PAS-B/GST-TACC3 binding, luminescence; TACC3 fragment carries E629A point mutation; inhibition, % at 9.99 µM; actives 0.66% (n = 390,000);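 active = mean inhibition of replicates at least 50% and at least half of replicates each reaching 50%; inconclusive = half or more replicates reach 50% but mean below 50%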;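 also: 0% = complete ARNT plus TACC3 wells and 100% = ARNT alone without TACC3; many hits fall short of the cut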
PAX8 inh HTS = PAX8 transcriptional activity inhibition. RMG-I TPO-luciferase reporter, SteadyGlo, 24 h. inhibition, % at 12.6 µM. actives 1.2% (n = 360,000). AID 652154;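 active = mean replicate inhibition at least 60% with every replicate also reaching 60%; inconclusive = only one of the two criteria is met; inactive = mean below 60% and not all replicates reaching 60%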;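 also: luciferase light reporting Pax8 driven TPO promoter activity; plate controls were median of neutral control wells for no effect and mitoxantrone controls for full effect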
* marks the source's active call; other numbers are inactive results; ? = inconclusive; · = no result given. This is a random part of the collection (roughly 2.9% active in at least one column).

entry	structure	PglD inh	PGC1a acetyl inh	Cneo AK release	INS-1E GSIS act	LGR2 inh	C2C12 statin	ARNT TACC3 PPI	PAX8 inh HTS
1	O=c1c2c(n3nnnc3n1-c1ccccc1)-c1ccccc1CC21CCCC1	8	-11	-2	7	0	-1	-16	·
2	CCN(Cc1ccccc1)C(=O)Cc1ccc(OC)c(S(=O)(=O)N2CCOCC2)c1	1	-7	0	-11	11	13	1	·
3	CNC(=O)Nc1ccc2nc(C)oc2c1	-4	2	3	·	·	2	1	1
4	O=C(Nc1cccc(Br)c1)/C(=C\c1cccnc1)NC(=O)c1ccco1	3	-6	-1	8	·	-8	9	0
5	C/C=C/c1ccc2c(c1)O[C@H](CN(C)C(=O)Nc1ccc(F)cc1)[C@H](C)CN([C@H](C)CO)S2(=O)=O	1	14	-6	-32	20	32	5	·
6	COc1ccc(C#Cc2ccc3c(c2)[C@@H]2[C@@H](CCN2C(=O)c2ccncc2)[C@@H](CO)N3)cc1	-3	4	11	-1	-25	2	8	-3
7	CC1CN(C(=O)c2ccc(Oc3ccccc3)cc2)CC(C)O1 (stereo not given)	·	·	·	-13	-8	·	-4	5
8	O=c1c2c(ncn2C2CCCC2)n(Cc2ccccc2)c(=O)n1CCOc1ccccc1	·	·	·	-1	5	·	1	24
9	CCOC(=O)c1c(NC(=O)CSc2ncn[nH]2)sc(C)c1C	6	-43	0	·	·	2	-2	21
10	COc1ccc(OC)c(-c2csc(NC(=O)Cc3ccccc3OC)n2)c1	-2	·	-4	0	-13	3	-2	-15
11	COc1ccc([C@H]2CC(=O)C=C(/C=C/Cc3ccccc3)C2)cc1	0	7	-3	-17	1	9	1	10
12	O=C(NCCCN1CCOCC1)c1ccc2c(c1)N(Cc1c(F)cccc1Cl)C(=O)c1ccccc1S2	6	2	20	-9	3	9	6	8
13	O=C(Nc1cccc2[nH]ncc12)c1ccc(F)cc1	0	?	0	·	·	-20	-24	-101
14	COc1ccc(S(=O)(=O)Nc2ccc3c(c2)C(=O)N([C@H](C)CO)C[C@@H](C)[C@@H](CN(C)C(=O)Nc2ccccc2)OCCCC[C@@H](C)O3)cc1	4	-13	4	-21	-9	·	-6	-19
15	CC1CCc2nn(CC(=O)NC3CCCC(C)C3C)cc2C1 (stereo not given)	-2	·	-1	-9	6	1	31	1

entry	structure	PglD inh	PGC1a acetyl inh	Cneo AK release	INS-1E GSIS act	LGR2 inh	C2C12 statin	ARNT TACC3 PPI	PAX8 inh HTS
16	C/C(=N\Nc1ncc(Cl)cc1Cl)c1ccc2c(c1)OCO2	·	·	·	17	-74	·	-2	-39
17	COc1cccc(-c2ccc3c(c2)O[C@@H](CN(C)C)[C@@H](C)CN([C@H](C)CO)S3(=O)=O)c1	1	-7	42	6	15	-4	19	·
18	C=CCN(c1ccccc1C(=O)O)S(=O)(=O)c1ccc(NC(=O)OC)cc1	15	-2	2	7	-5	-4	12	-14
19	Cc1noc(C)c1S(=O)(=O)N(C)C[C@H]1OCCCC[C@@H](C)Oc2ccc(NC(=O)Nc3ccc(C(F)(F)F)cc3)cc2C(=O)N([C@@H](C)CO)C[C@H]1C	3	6	0	8	16	·	0	·
20	COCCNCc1cc(C)n(-c2cc(S(=O)(=O)N3CCOCC3)ccc2N2CCCC2)c1C	2	4	0	6	4	-18	1	10
21	O=C(O)COc1ccccc1/C=N/NC(=O)c1cc(-c2ccc(F)cc2)nc2ccccc12	2	-5	-2	10	7	2	47*	11
22	C[C@@H]1CN([C@H](C)CO)C(=O)c2cc(NC(=O)Cc3ccccc3)ccc2O[C@@H](C)CCCCO[C@@H]1CN(C)Cc1ccc(C(F)(F)F)cc1	0	1	2	-11	23	?	2	87*
23	COc1ccc(C#Cc2cnc3c(c2)C(=O)N([C@@H](C)CO)C[C@@H](C)[C@H](CN(C)C(=O)CN(C)C)O3)cc1	0	-15	-1	21	7	1	15	·
24	COc1ccc(C2N=C(c3ccccc3)C(C)(C)N2O)cc1OC (stereo not given)	2	13	6	·	·	3	2	·
25	CCOC(=O)CN1C(=O)C(=O)N(Cc2c(F)cccc2Cl)C1=O	2	9	-1	1	1	9	10	13
26	Cc1cc(NC(=O)C2CCCN(S(=O)(=O)c3cnc[nH]3)C2)ccc1Br (stereo not given)	-2	4	-1	-12	-2	-18	-3	11
27	Cc1csc2nc(CNS(=O)(=O)c3ccc(-c4ccccc4)cc3)cn12	-1	·	2	-28	-5	10	0	11
28	Cc1cc(C)n2nc(C(=O)OCC(=O)NC3CCS(=O)(=O)C3)nc2n1 (stereo not given)	5	·	0	9	-7	3	·	4
29	COc1ccc(N2CCN(C(=O)c3cccc(Cn4cc(Cl)cn4)c3)CC2)cc1	-7	0	-2	-20	9	61	15	·
30	C[C@@H]1CN([C@@H](C)CO)S(=O)(=O)c2ccc(-c3ccccc3)cc2O[C@H]1CN(C)Cc1ccccc1	·	30	·	-13	20	-99	·	·

entry	structure	PglD inh	PGC1a acetyl inh	Cneo AK release	INS-1E GSIS act	LGR2 inh	C2C12 statin	ARNT TACC3 PPI	PAX8 inh HTS
31	C[C@@H]1CN([C@H](C)CO)C(=O)Cc2cc(NC(=O)Nc3ccc(C(F)(F)F)cc3)ccc2O[C@@H]1CN(C)S(=O)(=O)c1cccs1	-1	-1	-2	-41	-1	-80	14	8
32	COc1ccc(S(=O)(=O)Nc2ccc3c(c2)C(=O)N([C@@H](C)CO)C[C@@H](C)[C@@H](CN(C)C)OCCCC[C@@H](C)O3)cc1	1	-22	-1	2	-4	·	-2	-7
33	C[C@H](CO)N1C[C@H](C)[C@H](CN(C)Cc2ccc(Oc3ccccc3)cc2)Oc2ccc(NC(=O)CCC(F)(F)F)cc2C1=O	-2	-6	-2	-7	-4	·	0	·
34	CC(C)OCCCn1c(SC(C)C(=O)NCC2CCCO2)nc2cc(Cl)ccc2c1=O (stereo not given)	·	2	·	11	-7	-17	-1	·
35	CC(C)C12CN3CC(C(C)C)(CN(C1)C31C(=O)Nc3ccccc31)C2=O (stereo not given)	-3	-5	2	8	·	90*	-2	-9
36	Cc1ccc(C(=O)OCC(=O)Nc2ccccc2N2CCOCC2)cc1	7	3	3	·	·	·	-1	·
37	Cc1ccc(-c2nc3c(c(=O)[nH]c(=O)n3Cc3ccccc3)n2C)o1	·	·	·	2	24	·	2	-8
38	COc1ccc(/C=C(\NC(=O)c2ccc(OC)cc2)C(=O)Nc2ccccc2C(=O)O)cc1	-1	·	-1	2	2	6	2	15
39	COc1ccccc1N1CCN(C(=O)c2ccc(-c3ccccc3)cc2)CC1	2	-8	-7	20	-51	5	-2	-5
40	CC(C)CC#Cc1cnc2c(c1)C(=O)N([C@@H](C)CO)C[C@H](C)[C@H](CN(C)Cc1ccccn1)O2	6	6	2	-4	5	8	-2	·
41	CCOC(=O)N1CCN(C(=O)c2nn(C)c3c2CSc2ccccc2-3)CC1	-4	3	1	·	3	17	0	8
42	Nc1cccn2c(-c3ccc(Cl)c(Cl)c3)cnc12	·	·	·	-7	-106	·	-2	-124
43	COc1ccc(NC(=O)Nc2ccc3c(c2)CC(=O)N([C@@H](C)CO)C[C@@H](C)[C@H](CN(C)Cc2ccc(C(F)(F)F)cc2)O3)cc1	2	-4	0	-8	15	-15	5	45
44	CCn1cc(C(=O)N2CCn3c(nc4ccccc43)C2)c(=O)c2ccc(C)nc21	-2	-15	2	11	10	-4	-2	12
45	COCCn1c(SCC(=O)N2CC(=O)Nc3ccccc32)nc2ccccc21	·	·	·	5	3	6	-9	-7

entry	structure	PglD inh	PGC1a acetyl inh	Cneo AK release	INS-1E GSIS act	LGR2 inh	C2C12 statin	ARNT TACC3 PPI	PAX8 inh HTS
46	CC1CN(C(=O)CSc2ncnc3sccc23)CC(C)O1 (stereo not given)	3	-7	4	·	·	6	-8	·
47	COCc1[nH]nc2c1C(c1cccc(OC)c1)C(C#N)=C(N)O2 (stereo not given)	0	10	0	6	-3	5	2	·
48	O=C(N[C@H]1CC[C@H](CCn2cc(-c3ccccn3)nn2)O[C@H]1CO)c1ccc(F)cc1	-43	11	83*	10	0	0	·	-4
49	COc1ccc(C2c3cc(OC)c(OC)cc3CCN2C2CC(=O)N(c3ccccc3)C2=O)cc1OC (stereo not given)	-7	2	1	·	·	0	8	·
50	CCOc1ccc(CCNc2ccc3nnc(-c4ccccc4)n3n2)cc1OCC	2	-2	0	·	-7	30	0	-6
51	CC(C)n1cc(C(=O)N2CCCC(Nc3ccc(F)c(F)c3)C2)cn1 (stereo not given)	-2	-27	-9	·	-7	-34	-9	-31
52	CCC(=O)N1CN(S(=O)(=O)c2ccc(C)cc2)CC1C (stereo not given)	3	-1	2	·	·	9	-3	16
53	O=C(c1ccccc1)C1C(c2ccccc2)C1[N+](=O)[O-] (stereo not given)	-2	9	-3	21	-9	?	2	-3
54	O=S(=O)(c1ccccc1)N1CCCCN2[C@H](CO)[C@@H](c3ccc(C#Cc4ccccc4)cc3)[C@@H]2C1	4	1	-1	·	·	·	-3	-8
55	COc1cccc(NC(=S)Nc2ccc(F)cc2)c1	8	-6	-6	·	-53	-11	2	24
56	CN(Cc1cnn(C)c1)C(=O)C1CCC(=O)N(Cc2ccc(Cl)cc2)C1 (stereo not given)	-3	1	-1	0	2	2	-8	-3
57	CCN(CC)CCN(C(=O)/C=C/c1cccs1)c1nc2ccc(F)cc2s1	4	1	6	-20	-3	-38	0	0
58	C[C@@H]1CN([C@@H](C)CO)C(=O)Cc2cc(NC(=O)CCCN(C)C)ccc2O[C@@H]1CN(C)Cc1ccc(-c2ccccc2)cc1	·	14	·	46	24	·	·	10
59	CC(C)CC#Cc1ccc([C@@H]2[C@H]3CN(S(=O)(=O)c4ccc(F)cc4)CCCCN3[C@H]2CO)cc1	9	-20	1	-11	10	-25	-7	2

Rewritten as labelled records: entries from further up
[57] CCN(CC)CCN(C(=O)/C=C/c1cccs1)c1nc2ccc(F)cc2s1
- PglD inh: 4
- PGC1a acetyl inh: 1
- Cneo AK release: 6
- INS-1E GSIS act: -20
- LGR2 inh: -3
- C2C12 statin: -38
- ARNT TACC3 PPI: 0
- PAX8 inh HTS: 0

[59] CC(C)CC#Cc1ccc([C@@H]2[C@H]3CN(S(=O)(=O)c4ccc(F)cc4)CCCCN3[C@H]2CO)cc1
- PglD inh: 9
- PGC1a acetyl inh: -20
- Cneo AK release: 1
- INS-1E GSIS act: -11
- LGR2 inh: 10
- C2C12 statin: -25
- ARNT TACC3 PPI: -7
- PAX8 inh HTS: 2

[54] O=S(=O)(c1ccccc1)N1CCCCN2[C@H](CO)[C@@H](c3ccc(C#Cc4ccccc4)cc3)[C@@H]2C1
- PglD inh: 4
- PGC1a acetyl inh: 1
- Cneo AK release: -1
- INS-1E GSIS act: ·
- LGR2 inh: ·
- C2C12 statin: ·
- ARNT TACC3 PPI: -3
- PAX8 inh HTS: -8
